Bioassay records: PubChem BioAssay, National Center for Advancing Translational Sciences (NCATS)
Giardia FBPA inh: Giardia lamblia aldolase inhibition. purified Giardia FBPA. Potency, µM (top dose mostly 59.6 µM), for inactives: top-dose activity, negative = inhibition, usual class: inhibitors. 290,000 compounds, 0.71% hits. AID 2451; note: potency is the fitted concentration of half-maximal effect; nearly all actives have a fitted effect of over 55% in size
Target sequence (A8B2U2 whole entry, looked up): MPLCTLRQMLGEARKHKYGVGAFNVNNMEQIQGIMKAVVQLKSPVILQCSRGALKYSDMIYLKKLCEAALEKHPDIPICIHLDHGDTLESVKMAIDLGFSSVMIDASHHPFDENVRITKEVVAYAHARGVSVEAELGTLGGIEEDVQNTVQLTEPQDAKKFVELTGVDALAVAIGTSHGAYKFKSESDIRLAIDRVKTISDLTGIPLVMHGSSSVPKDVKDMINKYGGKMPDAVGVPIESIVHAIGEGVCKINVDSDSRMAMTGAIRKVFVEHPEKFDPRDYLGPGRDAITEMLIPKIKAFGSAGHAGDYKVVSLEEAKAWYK
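Giardia FBPA (40 nM reagent) was preincubated 10 min at RT with compound (up to 57.5 uM final), then substrate plus GAPDH/TPI/NAD/arsenate coupling system with diaphorase/resazurin was added; resorufin fluorescence (525/598 nm) was read after 20 min.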
AmpC no deterg: blocks E. coli AmpC beta-lactamase in detergent-free assay; AmpC nitrocefin hydrolysis, absorbance 480 nm, 0.0001% Triton; Potency, µM (top dose mostly 57.1 µM), inactives show at the highest dose activity change, negative = inhibition, usual class: inhibitors; 330,000 compounds, 0.52% hits; P00811;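 note: potency is the fitted concentration of half-maximal effect; plate controls were no compound for no effect and no enzyme for full effect; nearly all actives have a fitted effect of over 20% in size; some results filed as inactive show a strong effect at the top dose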
Target sequence (P00811 whole entry, looked up): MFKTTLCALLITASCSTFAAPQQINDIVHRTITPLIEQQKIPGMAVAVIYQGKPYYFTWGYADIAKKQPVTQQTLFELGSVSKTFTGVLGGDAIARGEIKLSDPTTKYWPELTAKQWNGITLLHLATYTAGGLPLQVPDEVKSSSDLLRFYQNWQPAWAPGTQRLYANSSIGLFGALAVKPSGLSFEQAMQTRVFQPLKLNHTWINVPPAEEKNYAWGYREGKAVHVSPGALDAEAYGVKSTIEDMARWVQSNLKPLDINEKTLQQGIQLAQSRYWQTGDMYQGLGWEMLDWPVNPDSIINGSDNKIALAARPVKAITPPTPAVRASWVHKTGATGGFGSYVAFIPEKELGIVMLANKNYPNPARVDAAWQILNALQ
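AmpC (5.3 nM in the dispensed reagent) in 20 mM phosphate pH 7.0 with 0.01% (detergent screen) or 0.0001% Triton X-100 was preincubated with compounds for 15 min at room temperature. Nitrocefin was then added from an 800 uM solution, and hydrolysis was followed at 480 nm.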
AMA1-RON2 inh: AMA1-RON2 (P. falciparum) interaction inhibition; AlphaScreen AMA1-biotinylated RON2 peptide binding; Potency, µM (doses to about 58.2 µM), for the others: at the top dose activity change, negative = inhibition, hits mostly inhibitors; 360,000 compounds, 0.2% hits; AID 720542;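 note: potency is the fitted concentration of half-maximal effect; 0% = vehicle wells and -100% = peptide control; nearly all actives have a fitted effect of over 45% in size; some results filed as inactive show a strong effect at the top dose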
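AMA1 (3D7) with his tag at 25 nM final met compounds first, then biotinylated RON2 peptide at 25 nM; detection used donor plus acceptor beads, 10 µg/mL apiece, read by AlphaScreen after 30 min at room temperature.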
Sm TGR inh: blocks Schistosoma mansoni thioredoxin glutathione reductase | AID 485364 | Q962Y6 | Potency, µM (series often up to 114 µM), inactives show at the highest dose activity change, negative = inhibition, hits mostly inhibitors | purified TGR, DTNB reduction, TNB absorbance 405 nm | 360,000 compounds, 3% hits; note: potency is the fitted concentration of half-maximal effect; nearly all actives have a fitted effect of over 60% in size
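First, TGR (20 nM dispensed) and NADPH were mixed with compound. Second, a 15 min room-temperature incubation followed. Third, further NADPH and then DTNB were added to start the reaction. Finally, TNB absorbance was monitored kinetically.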
AmpC detergent: inhibitors of E. coli AmpC beta-lactamase with detergent; AmpC hydrolysis of nitrocefin, absorbance 480 nm, 0.01% Triton; Potency, µM (titrated, usually from 114 µM), inactives show at the top dose activity change, negative = inhibition, usual class: inhibitors; 370,000 compounds, 0.041% hits; AID 485294;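 note: potency is the fitted concentration of half-maximal effect; 0% = no-compound wells and -100% = no-enzyme wells; nearly all actives have a fitted effect of over 25% in size; some results filed as inactive show a strong effect at the top dose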
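AmpC (5.3 nM in the dispensed reagent) in 20 mM phosphate pH 7.0 with 0.01% (detergent screen) or 0.0001% Triton X-100 was preincubated with compounds for 15 min at room temperature. Nitrocefin was then added from an 800 uM solution, and hydrolysis was followed at 480 nm.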
HCMV antiviral: inhibitors of human cytomegalovirus; HFF cells, HCMV-luciferase reporter, 72 h; stronger effect = lower value; activity change, negative = inhibition, % at 57.5 µM; 410,000 compounds, 4.5% hits; in the data active = activity change below about -60%; inconclusive = no clear call, values can overlap the other calls; inactive = above about -39%
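Luciferase read-out from HCMV-luciferase-infected HFFs (MOI 1 PFU/cell) 72 h post infection at 37C; compounds added after 16 h cell attachment; activity normalized between buffer-only basal and Salinomycin (10uM) inhibitor controls.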
An asterisk follows results filed as active; u = inconclusive; x = not tested or not shown; [ ] = dose if it differs, or a comment. Unless noted, calls come from the whole dose curve; as a rule, active = well fitted curve in the direction sought with a large enough effect; inconclusive = small, poorly fitted or top-dose-only effect, or another doubt; inactive = no such curve, though single readings can be large; an effect the other way counts as inactive or inconclusive. Unless noted, % is set by controls: 0 for no effect and ±100 for the full control effect.

SMILES | Giardia FBPA inh | AmpC no deterg | AMA1-RON2 inh | Sm TGR inh | AmpC detergent | HCMV antiviral
Fc1ccc(CNCc2cccc(Br)c2)cc1 | -2% | -10% | -5% | 4% | -6% | -9
CCOC(=O)C(O)(c1ccc(NC(=O)NC2CCCCC2)cc1)C(F)(F)F (stereo not drawn) | -1% | -21% | 8% | 6% | -19% | 62
Cn1cccc1CC(=O)NNC(=O)Nc1ccccc1F | x | -11% | 26% | u | -4% | -15
COc1cc2c(cc1OC)C(c1ccc(OC)c(OC)c1OC)CC(=O)N2 (stereo not drawn) | -8% | 0% | -2% | -11% | u | 179
CCOc1ccc(CNCc2c(C(=O)O)n(Cc3ccc(OC)cc3)c3ccccc23)cc1 | x | x | x | -5% | -4% | u
Cn1c(NCc2ccco2)nc2c1c(=O)n(Cc1ccc(Cl)cc1Cl)c(=O)n2C | 2% | -25% | -2% | -18% | -16% | x
Cc1cccc2c(Cl)cc(=O)[nH]c12 | 0% | -14% | x | 1% | -14% | 55
CCc1ccc(C(=O)/C=C/c2cnn(C)c2C)s1 | -29% | 21% | 9% | 0% | u | 60
O=Cc1cnc(N2CCN(c3ccccc3)CC2)s1 | -1% | -19% | 17% | 14% | 0% | 14
Cc1nonc1NC(=O)CSc1nc2ccc(Cl)cc2[nH]1 | -15% | -29% | -1% | -5% | -5% | u
COc1ccccc1Nc1nnc(SCC(=O)NC(=O)Nc2ccc3c(c2)OCCO3)s1 | 7% | -18% | 6% | 6% | 2% | 30
COc1ccc(/C=N/NC(=O)c2cccc([N+](=O)[O-])c2)cc1OC | -1% | -42% | 15% | x | -2% | 15
CC(NC(=O)CSCc1ccccc1Br)c1ccccc1 (stereo not drawn) | 1% | -34% | 8% | -5% | -17% | u
CC(Oc1ccc(Cl)cc1)C(=O)Nc1ncccn1 (stereo not drawn) | 7% | 3% | -2% | 1% | u | -1
CCOc1ccc(N2CC(C(=O)OCC(=O)c3ccc(OC)cc3)CC2=O)cc1 (stereo not drawn) | 5% | 68%[activator] | -3% | -2% | u | 11
COc1ccc(OC)c(-c2csc(NC(=O)CSc3ccccc3)n2)c1 | -6% | -48% | 10%[2.32 µM] | 4% | 5% | u
COc1ccc(Cl)cc1NC(=O)CN(C)C(=O)c1cc(C)oc1C | x | -6% | -1% | 0% | -1% | 0
Cc1ccc(OCc2nnc(NC(=O)c3cccnc3)s2)cc1 | 11% | -7% | 11% | -12% | -7% | 33
CCOC(=O)N/N=C/c1c(C)c(C(=O)c2ccc(F)cc2)n2ccccc12 | -16% | -28% | -8% | -4% | 4% | u
O=C(c1cc(-c2ccc(Cl)cc2Cl)on1)N1CCCC1 | 7% | -5% | -1% | 1% | 5% | -20
Oc1ccc(C(=S)N2CCCCC2)cc1Cl | 0% | -15% | -7% | 3% | -8% | -75*
Cc1ccc(C)c(NC(=O)c2nc(-c3ccccc3)n(-c3ccccc3)n2)c1 | -5% | -25% | -7% | -27% | -7% | -22
COc1ccccc1C(=O)CSc1ccccn1 | -3% | -3%[2.29 µM] | 7% | -3% | 2% | -30
CCOc1ccc(/C=C2\SC(N3CCc4ccccc4C3)=NC2=O)cc1 | 1% | -27% | -14% | -7% | -9% | -34
COc1cccc(C(=O)Nc2c3c(nn2-c2ccccc2C)CS(=O)C3)c1OC (stereo not drawn) | 3% | 27% | -19% | 2% | -2% | 12

Going on with the list.
SMILES | Giardia FBPA inh | AmpC no deterg | AMA1-RON2 inh | Sm TGR inh | AmpC detergent | HCMV antiviral
Cc1cc(C)n(CCc2nc3c4ccccc4nc(N4CCN(c5ccc(F)cc5)CC4)n3n2)n1 | x | x | x | 6% | 25% | -15
CCOc1ccc(N(CC(=O)Nc2c(C)cccc2C)S(=O)(=O)c2c(C)[nH]c(=O)[nH]c2=O)cc1 | 5% | -12% | -15% | 8% | 5% | u
Cc1noc(NS(=O)(=O)c2ccc(NC(=O)c3ccc(OC(C)C)cc3)cc2)c1C | 6% | -37% | -5% | 0% | 3% | 14
COc1ccccc1NC(=O)Cn1nc(Cc2cccnc2)c2ccccc2c1=O | 4% | 1% | 13% | -1% | 6% | 29
CC(=O)c1cccc(NC(=O)CSc2ncc(C(=O)Nc3ccccc3)c(=O)n2C)c1 | x | -2% | -1% | 0% | -9% | -6
COc1ccccc1NC(=O)COC(=O)/C=C/c1ccc2c(c1)OCO2 | 1% | -33% | -3% | -1% | u | -32
Cc1cc(/C=C2\C(=N)N3N=C(C(C)C)SC3=NC2=O)c(C)n1-c1ccccc1 | 8% | -25% | 6% | 8% | 3% | -24
COc1cccc([C@@H]2CC=C(C(=O)O)[C@H](c3ccc(C)cc3)N2S(=O)(=O)c2ccc(C)cc2)c1 | x | -18% | -8% | x | x | -24
Cn1ccnc1C(O)c1cc(C(C)(C)C)c(O)c(C(C)(C)C)c1 (stereo not drawn) | -14% | 21% | 2% | 18µM* | -12% | u
CCOCCCNC(=O)C(NC(=O)Cc1cccs1)c1ccc(OC)cc1 (stereo not drawn) | 0% | -15% | -5% | 21% | 1% | -5
Cc1cc(C=NCCCO)c(C)n1-c1cc(Cl)ccc1Cl | -11% | -13% | -13% | 0% | 5% | -16
COCCCNC(=O)CN(c1ccc(Cl)c(Cl)c1)S(C)(=O)=O | -1% | 5% | -2% | 0% | 3% | 40
Cc1ccc(/C=C/C(=O)c2ccc([N+](=O)[O-])o2)cc1 | x | -11% | -3% | 14µM* | -10% | -79*
O=C(CCNC(=O)N1CCn2c1nc1ccccc12)NCc1ccccc1Cl | -3% | 58% | 7% | -7% | u | u
O=C1CC(c2nnc(Cc3c(F)cccc3Cl)o2)CN1c1ccccc1 (stereo not drawn) | x | x | x | -1% | -5% | -4
COc1cc(S(=O)(=O)Nc2ccccc2C)ccc1NC(=O)c1ccncc1 | 2% | -13% | 8% | -10% | -4% | -72*
CCC(=O)/C=C1\Sc2ccc(OC)cc2N1CC | -1% | -19% | 0% | 6% | u | 1
Cc1ccc(C)c(NC(=O)CN2C(=O)CSc3nc(C)cc(C)c32)c1 | x | x | x | 0% | 18% | 8
Cc1cccc(NC(=O)Cc2ccc(-n3c(C)nc4cccnc43)cc2)c1C | x | x | x | 10% | 8% | u
CC(C)c1ccc2oc(-c3ccc(NC(=O)c4cccc(Br)c4)cc3)nc2c1 | x | x | x | 0% | -5% | -37
CN(Cc1ccccc1)C(=O)Cc1ccccc1 | 3% | 0% | 7% | 2% | u | -10
O=C(Nc1cccc(Cl)c1)Nc1c[nH]c(=O)[nH]c1=O | 14% | -22% | 0% | 0% | 2% | 11
CCCCNC(=O)c1ccc(NC(=O)CC2SC(N3CCCC3)=NC2=O)cc1 (stereo not drawn) | x | -2% | 4% | -26% | -2% | 14
S=C(NCc1ccco1)NC1CCCc2ccccc21 (stereo not drawn) | -5% | -27% | -12% | 5% | 4% | -34
COc1ccccc1S(=O)(=O)Cc1ccc(C(=O)NCC2CCCO2)o1 (stereo not drawn) | 4% | -18% | -4% | -16% | 3% | u

(next part)
SMILES | Giardia FBPA inh | AmpC no deterg | AMA1-RON2 inh | Sm TGR inh | AmpC detergent | HCMV antiviral
CCOc1ccc(/C(O)=C2\C(=O)C(=O)N(CCN(C)C)C2c2cccc(OC)c2OC)cc1Cl (stereo not drawn) | 10% | 36% | 15% | -23% | -9% | 12
C[C@@H]1COC(=O)[C@H](Cc2ccc(F)cc2)CC/C=C\C[C@@H](CC(=O)NCCO)C(=O)N1 | x | 14% | 6% | x | x | 9
COc1cc(NC(=O)c2c(F)c(F)c(OC)c(F)c2F)ccc1NC(=O)c1cccs1 | x | -26% | -12% | 1% | 1% | -22
O=C(NCCN1CCN(c2ccc([N+](=O)[O-])cc2)CC1)NCc1ccccc1 | -2% | -7% | 0% | u | 1% | -94*
COc1ccc(Br)cc1CN1CCN(C(=O)c2cccc(F)c2)CC1 | u | 114%[activator] | -21% | 1% | -2% | -20
CCC(C)NC(=S)Nc1ccc(F)cc1 (stereo not drawn) | 0% | -6% | 13% | 4% | 0% | -20
CCOc1ccccc1OCC(=O)Nc1ccc(N2CCOCC2)cc1N1CCOCC1 | x | 163%[activator] | -2% | -6% | u | -14
Cc1ccc(NC(=O)c2ccc(CSc3ccccn3)cc2)cc1 | -9% | -25% | -17% | -11% | -14% | -4
CNCC(O)CN(c1ccccc1)c1ccccc1 (stereo not drawn) | 4% | 11% | -15% | -14% | 0% | 5
CCOc1ccc(C(=O)NCCC2=CCCCC2)cc1OCC | 0% | 11% | -5% | -13% | 0% | 96
Cc1cccc(OCC(=O)NCC(c2ccco2)N2CCCC2)c1 (stereo not drawn) | x | 16% | 8% | u | -11% | -13
C=C(C)/C=N/NC(=S)Nc1ccc(S(=O)(=O)N2CCOCC2)cc1 | u | 22% | 81%[activator] | u | -3% | 14
Cc1cc(C)n2c(SCc3cccs3)nnc2n1 | 0% | -11% | 1% | -12% | -3% | -12
Cc1cccc(N2C(=O)Cc3ccccc3C2=O)c1 | -7% | -34% | -12% | 3% | 6% | -29
COc1ccc(Cl)cc1C(=O)Nc1cccc2ncccc12 | 6% | 21% | 0% | -12% | u | 12
O=C(COC(=O)c1ccccc1OC(F)F)Nc1ccc2[nH]c(=O)[nH]c2c1 | x | -30% | -24% | -13% | -20% | -21
COc1ccc(CN2C(=O)CCC2(C)C(=O)NC2CCCCC2)c(OC)c1 (stereo not drawn) | 5% | 7% | 20% | 4% | -4% | 25
CCN(CC(=O)Nc1ccc(OC)c(OC)c1)CC(=O)Nc1ccccc1C(F)(F)F | 18% | 72%[activator] | 66%[activator] | u | -5% | -29
CN(C(=O)CN1CCN(c2ccc([N+](=O)[O-])cn2)CC1)c1ccccc1 | 6% | 56% | -4% | -12% | -10% | x
NS(=O)(=O)c1cc2c(cc1Cl)NC(CC1CCCC1)NS2(=O)=O (stereo not drawn) | -5% | -27% | 0% | 3% | -2% | -8
